# Bioassay records (PubChem BioAssay)
# M1 PAM parental: nonselective activator or artifact in parental CHO-K1 calcium assay. ATP EC20, Fluo-8 calcium fluorescence; 0% at ATP EC20, 100% at ATP max. activation, % at 3 µM. 360,000 compounds, 0.02% hits. AID 602247;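 active = activation above the run cutoff, the mean activation of all test compounds plus 3 SD, cut at about 40% in these data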;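 note: peak over basal fluorescence ratio in a 140 s read after ATP addition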
# M1 antag: blocks human M1 muscarinic receptor | CHO-K1 hM1, Fluo-8 calcium fluorescence, ACh EC80 antagonist | 360,000 compounds, 1.3% hits | inhibition, % at 3 µM;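 active = percent inhibition above its own plate's cutoff, namely the mean of that plate's compound wells plus 3 SD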;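 note: peak over basal fluorescence ratio during 140 s after agonist addition; 0% = ACh EC80 plus DMSO and 100% = DMSO alone without agonist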
# Target sequence (P11229 whole entry, looked up): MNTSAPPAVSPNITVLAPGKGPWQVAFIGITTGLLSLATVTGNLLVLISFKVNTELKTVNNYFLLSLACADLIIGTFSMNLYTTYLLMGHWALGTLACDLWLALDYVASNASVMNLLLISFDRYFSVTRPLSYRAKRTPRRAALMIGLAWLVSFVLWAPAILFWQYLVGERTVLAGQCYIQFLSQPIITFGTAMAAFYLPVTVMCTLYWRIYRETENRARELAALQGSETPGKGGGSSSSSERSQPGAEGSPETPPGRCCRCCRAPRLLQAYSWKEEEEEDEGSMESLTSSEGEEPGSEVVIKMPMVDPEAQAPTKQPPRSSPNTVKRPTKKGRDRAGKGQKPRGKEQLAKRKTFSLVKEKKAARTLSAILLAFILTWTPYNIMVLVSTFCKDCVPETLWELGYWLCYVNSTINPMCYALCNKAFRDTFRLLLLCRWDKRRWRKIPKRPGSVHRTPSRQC
# CHO parental Ca: counter-screen: ATP calcium response change in parental CHO cells; parental CHO-K1, ATP-induced calcium, Fluo-8 fluorescence; inhibition, % at 5.6 µM; 330,000 compounds, 0.63% hits; AID 463079;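 active = inhibition above that plate's mean sample inhibition plus 3 SD, cut at about 26% in these data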;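 note: 0% = ATP-challenged DMSO wells and 100% = DMSO wells without ATP; some compounds past the cut are filed as inactive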
#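 Assay system – parental CHO cells · Reagent – ATP stimulus · Detection – intracellular calcium via Fluo-8 no-wash fluorescent dye · Evaluation – percent inhibition of ATP-evoked calcium rise, normalized to controls · Controls – ATP wells versus no-ATP DMSO wells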
# TAAR1 ag: human TAAR1 agonism. CHO RD-HGA16 TAAR1, Fluo-8 calcium fluorescence; vehicle wells 0%, saturating PEA agonist 100%. activation, % at 3 µM. 360,000 compounds, 0.99% hits. AID 624467;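 active = activation above the mean activation of all test compounds in the run plus 3 SD, cut at about 38% in these data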
#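 System: CHO-derived RD-HGA16 cells with stable Gα16 and human TAAR1 / Times: 17-24 h plating, Fluo-8 75 min 37 °C, 30 min RT / Technique: calcium-sensitive Fluo-8 signal, excitation 470-495, emission 515-575 nm / Measure: % activation relative to PEA EC100 response / Benchmarks: DMSO and PEA EC100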
# CHO-K1 Ca antag: nonselective inhibitor or artifact in parental CHO-K1 cells. inhibition, % at 3 µM. ATP-induced calcium, Fluo-8 fluorescence. 360,000 compounds, 0.6% hits. AID 602250;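 active = inhibition above a per-plate cutoff, the plate's mean sample inhibition plus 3 SD, cut at about 24% in these data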;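 note: 0% = DMSO plus EC80 ATP and 100% = DMSO alone without ATP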
# M1 ag: human M1 muscarinic receptor agonism | activation, % at 3 µM | CHO-K1 hM1, Fluo-8 calcium fluorescence, agonist mode; 0% DMSO, 100% acetylcholine EC100 | AID 588814 | 360,000 compounds, 0.33% hits | P11229;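 active = activation above the run's mean compound activation plus 3 SD, cut at about 16% in these data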;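 note: peak over basal fluorescence ratio within a 140 s kinetic read after compound addition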
# OXTR potentiate: potentiators of human oxytocin receptor; P30559; CHO-OTR cells, Fluo-8 calcium fluorescence, potentiator mode; 0% = oxytocin EC15, 100% = EC100; activation, % at 3 µM; 320,000 compounds, 0.061% hits;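 active = activation above that plate's cutoff, the mean activation of tested compounds plus 3 SD, cut at about 6.6% in these data, passing the limit was not always enough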;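 note: 100% uses oxytocin at 75 nM as the full agonist control; some results filed as inactive read as strong as hits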
# Target sequence (P30559 whole entry, looked up): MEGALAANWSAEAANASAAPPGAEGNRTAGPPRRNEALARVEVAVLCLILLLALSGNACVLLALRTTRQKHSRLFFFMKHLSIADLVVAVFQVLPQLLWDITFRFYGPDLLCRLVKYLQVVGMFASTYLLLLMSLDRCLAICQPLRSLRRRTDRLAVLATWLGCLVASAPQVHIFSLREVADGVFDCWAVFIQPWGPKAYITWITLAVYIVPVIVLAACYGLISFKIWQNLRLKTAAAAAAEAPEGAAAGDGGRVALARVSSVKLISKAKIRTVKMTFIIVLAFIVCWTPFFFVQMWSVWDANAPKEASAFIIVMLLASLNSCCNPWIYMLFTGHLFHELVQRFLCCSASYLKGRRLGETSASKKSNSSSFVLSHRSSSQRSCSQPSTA
#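 System: human OTR in CHO cells / Also added: sub-maximal oxytocin, roughly EC15 / Control set: EC15 oxytocin low, 75 nM oxytocin high / Schedule: 6 min compound pre-incubation at room temperature, 100 s kinetic read / Compound: single-point 3.0 µM / Replication: singlicate / Technique: Fluo-8 calcium dye fluorescence / Read-out basis: % activation of max/min ratio relative to oxytocin controls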
# TAAR1 antagonist: human TAAR1 antagonism; Q96RJ0; CHO RD-HGA16 TAAR1, Fluo-8 calcium fluorescence, antagonist; inhibition, % at 3 µM; 360,000 compounds, 1.5% hits;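 active = inhibition above a per-plate cutoff, the mean inhibition of test compounds on that plate plus 3 SD, cut at about 49% in these data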;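 note: 0% = DMSO plus EC80 beta-PEA response and 100% = DMSO alone without agonist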
#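 System: RD-HGA16 CHO cells with stable hTAAR1 and Gα16 | Probe or stimulus: EC80 β-phenethylamine stimulus | Dosing: 3 µM, single point | Times: Dye loading 75 min at 37 °C, then 30 min room temperature | Measured by: Fluo-8 calcium-sensitive fluorescence | Read-out basis: % inhibition of agonist calcium response | Replicates: n of 1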
# CHO-K1 Ca ag: nonselective activator or artifact in parental CHO-K1 cells. Fluo-8 calcium fluorescence; scaled to maximal ATP response, vehicle zero. activation, % at 3 µM. 360,000 compounds, 0.48% hits. AID 602248; in the data active = activation above about 15%;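 note: untransfected CHO-K1 host cells lacking M1 receptor as counterscreen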
# The depositor's hits bear a star; · = not tested or not shown.
SMILES,M1 PAM parental,M1 antag,CHO parental Ca,TAAR1 ag,CHO-K1 Ca antag,M1 ag,OXTR potentiate,TAAR1 antagonist,CHO-K1 Ca ag
COc1ccccc1C(=O)Nc1ccc(OCC(=O)N2CCCCC2C)cc1 (stereo not given),-13,-2,-9,6,9,-4,-6,8,0.4
Clc1ccc(-c2nc(C3CCCCC3)no2)cc1,7,-7,5,4,-7,-6,2,-10,0.3
O=C(CN1CCN(Cc2ccccc2Cl)CC1)N/N=C/C=C\c1ccccc1[N+](=O)[O-],-9,3,-18,·,9,-10,-1,·,1.7
C#CCOCCOCCOCCNc1nc(N2CCN(C(=O)[C@H]([C@@H](C)CC)n3cc(CCCN=C(N)N)nn3)CC2)nc(N2CCN(C(=O)[C@H](Cc3ccc(O)cc3)n3cc(CCO)nn3)CC2)n1,3,6,-2,9,-11,-12,-9,8,0.5
Cc1ccc(CNC(=O)c2ccc3c(=O)[nH]c4c(C(=O)NCC5CCCO5)sc(=S)n4c3c2)cc1 (stereo not given),4,10,11,1,-4,-1,-19,-14,-0.7
CC1(C)NC(=O)N(CCCOc2ccc3c(c2)CCC3)C1=O,25,-1,-12,9,-14,-3,-10,-4,5.4
CC12CCC(C(=O)C1)C1(C)CCCC(=O)C21 (stereo not given),-18,-14,·,3,7,3,·,-12,-0.2
COC(=O)c1ccc(C)c(NC(=O)CCc2cc(OC)c(OC)c(OC)c2)c1,21,0,-18,1,-3,-4,-5,-18,8.8
COc1ccc(S(=O)(=O)N(CCCN2CCOCC2)Cc2cccc3ccccc23)cc1,8,-8,-6,·,-1,-4,-8,·,1.4
Cc1ccc(N/N=C(\C#N)C(N)=S)c(C)c1,-12,10,11,9,10,6,-12,5,8.6
Cc1ccc(-n2nnnc2C(=Cc2ccc(N(C)C)cc2)c2nnnn2-c2ccc(C)cc2)cc1,8,-9,-9,1,-13,-2,2,29,0.7
Cc1ccc(C(=O)NC(=S)NNC(=O)COc2ccc([N+](=O)[O-])cc2)cc1,17,-5,-7,30,-13,-7,-3,-20,-0.8

# Whole records, looked up by structure. Order of screens: M1 PAM parental	M1 antag	CHO parental Ca	TAAR1 ag	CHO-K1 Ca antag	M1 ag	OXTR potentiate	TAAR1 antagonist	CHO-K1 Ca ag
# C#CCOCCOCCOCCNc1nc(N2CCN(C(=O)[C@H]([C@@H](C)CC)n3cc(CCCN=C(N)N)nn3)CC2)nc(N2CCN(C(=O)[C@H](Cc3ccc(O)cc3)n3cc(CCO)nn3)CC2)n1 in the list: 3	6	-2	9	-11	-12	-9	8	0.5
# COC(=O)c1ccc(C)c(NC(=O)CCc2cc(OC)c(OC)c(OC)c2)c1 in the list: 21	0	-18	1	-3	-4	-5	-18	8.8
# Cc1ccc(CNC(=O)c2ccc3c(=O)[nH]c4c(C(=O)NCC5CCCO5)sc(=S)n4c3c2)cc1 (stereo not given) in the list: 4	10	11	1	-4	-1	-19	-14	-0.7
# Cc1ccc(N/N=C(\C#N)C(N)=S)c(C)c1 in the list: -12	10	11	9	10	6	-12	5	8.6
# CC12CCC(C(=O)C1)C1(C)CCCC(=O)C21 (stereo not given) in the list: -18	-14	·	3	7	3	·	-12	-0.2

# Continuation:
SMILES,M1 PAM parental,M1 antag,CHO parental Ca,TAAR1 ag,CHO-K1 Ca antag,M1 ag,OXTR potentiate,TAAR1 antagonist,CHO-K1 Ca ag
COCCN(CCOC)c1nc(N)c2c(N)nc3c(c2c1C#N)CC(=O)N3Cc1ccc(Cl)cc1,3,-9,-12,5,-3,-3,-16,13,1.4
COCCNc1nc(NCCNC(C)=O)c2sc(-c3ccccc3)cc2n1,11,-1,·,3,-1,-7,·,-12,1.5
CC(=O)Nc1nnc(CCN2CCCCC2)s1,-4,-2,-12,20,22,-5,-6,-3,-0.3
O=C(Nc1ccccc1C(=O)N1CCCCC1)c1ccco1,-1,-8,-18,0,-8,2,0,2,-0.2
CN(C)C(=O)CSc1nnc(C23CC4CC(CC(C4)C2)C3)o1,2,-4,-7,11,-11,-4,-2,3,0.6
COCC(=O)Nc1ccc(S(=O)(=O)Nc2cc(C)nc(C)n2)cc1,15,-4,6,·,1,-2,-3,·,1.3
O=c1[nH]c2ccccc2c(=O)c2ccccc12,19,-16,·,3,-12,-2,·,-3,1.6
CCOC(=O)CSc1nc2c(sc(=S)n2CCc2ccccc2)c(=O)n1Cc1ccco1,15,13,0,-1,-20,-3,-8,27,0.0
Cc1nnc(SCC(=O)c2c(N)n(C3CC3)c(=O)[nH]c2=O)n1-c1ccccc1,24,-13,-9,4,-23,-3,0,-4,1.3
CC(C)C(=O)Nc1ncc(C(F)(F)F)cc1Cl,5,-11,2,3,-3,-4,-9,-3,0.2
CCOc1ccc(NC(=O)CN(c2cc(C)cc(C)c2)S(=O)(=O)c2c(C)noc2C)cc1,4,-5,-19,-1,1,-1,6,19,0.4
CCN1C(=O)N[C@@H](c2ccco2)C(C(=O)OC)=C1C,8,-4,-17,13,-17,-4,-7,9,0.4
O=C(NCCCN1CCN(Cc2ccccc2)CC1)c1nnc(Cc2c(F)cccc2Cl)o1,-4,1,-12,5,1,-7,-2,1,0.2
Cn1c(SCC(=O)c2ccccc2)ncc(C(=O)Nc2ccc(F)cc2)c1=O,11,-18,-2,1,-7,0,-8,-3,0.8
COc1ccc(NC(=O)c2ccc(-c3ccc(-c4noc(C)n4)cc3C)cc2)cc1N1CCN(C)CC1,-1,-16,-9,14,6,-5,-14,-7,-0.5
CCOC(=O)C1=NNC(C(=O)c2ccc(Cl)cc2)C1c1ccc(OC)cc1 (stereo not given),11,-3,-10,0,1,-7,-12,-3,0.5
Cc1cc(C(c2ccc(C)o2)c2ccc(C)o2)c(O)c([N+](=O)[O-])c1,5,-2,-31,0,-15,-4,-3,-20,0.0
CCc1ccc(CNC(=O)Cc2ccc(NC(=O)C3=C(C)OCCS3)cc2)cc1,21,-22,-20,1,-4,-1,-4,-40,1.5
Cc1noc(NS(=O)(=O)c2ccc(N/C=C\C(=O)c3cccs3)cc2)c1C,-10,-1,-9,9,1,-4,-15,4,-0.1
CCOc1ccc(Nc2nc(N)nc(CSC(=S)N3CCN(c4ccccc4)CC3)n2)cc1,8,20,-38,5,-8,-3,-2,-7,0.2
O=C(c1ccc(Oc2ccc(C(F)(F)F)cn2)cc1)N1CCN(c2ccccc2)CC1,-8,11,-10,6,1,-8,-9,14,4.0
Cc1csc(NC(=O)CSc2nnc(-c3ccoc3C)o2)n1,13,-13,-4,3,-7,-1,-16,-5,0.3
CC(C)c1nnc(NC(=O)C2CCCN2C(=O)Nc2ccccc2)s1 (stereo not given),-21,7,4,-3,9,-4,-4,2,0.8
O=c1c2c3c(sc2[nH]c(=S)n1Cc1ccco1)CCC3,14,-11,-20,-3,-20,-2,-1,-9,0.5
CCN1CCN(S(=O)(=O)c2ccc(Cl)c(C(=O)Nc3ccccc3N3CCCC3)c2)CC1,22,-15,-7,0,-6,-8,6,-16,0.6
CCOC(=O)CCSCC(=O)Nc1cc(C)on1,21,20,-1,1,-14,-1,-1,-13,0.3
COc1ccc(C(=O)CCS(=O)(=O)c2ccc(F)cc2)cc1OC,-8,-13,-10,1,14,1,4,-7,0.1
Clc1cc2nc[nH]c2cc1Cl,12,-13,-1,12,-11,-1,-7,-2,1.1
CC(C)[C@H](NC(=O)c1cc2cc(Cl)ccc2n1C)C(=O)N1CCC(C(=O)O)CC1,4,3,0,9,-7,-3,-4,-3,0.2
CC(=O)c1ccc(NC(=O)c2ccc(CNc3c(N4CCCC4)c(=O)c3=O)cc2)cc1,11,-6,-14,1,-10,-3,3,-20,0.6
COc1ccc(S(=O)(=O)NC(C)C(=O)NCc2cccnc2)cc1C (stereo not given),16,-10,-9,1,9,0,-4,-1,1.8
Cc1ccc2nc(-c3ccc4c(c3)OCCO4)cc(C(=O)O)c2c1,-6,-5,-7,-1,2,0,-9,-27,0.1
Cc1ccc(CNc2ncnc(N)c2[N+](=O)[O-])cc1,0,-1,-12,-1,-8,-5,-6,-35,0.4
CCOc1ccc(-n2c(O)c(/C=N/Nc3nc(C)cc(C)n3)c3ccccc3c2=O)cc1,-1,-10,-7,0,-7,0,5,-18,3.9
CC(C)N(C(=O)c1ccc(-c2ccccc2F)cc1)C(C)C,28,-11,1,3,-14,-3,-17,3,2.7
COC(=O)c1ccc(NC(=O)c2cccc(C)c2)cc1,6,-2,-9,4,-3,-2,2,-15,1.2
CCn1c(CNc2ccc(Cl)cc2)nnc1SCc1ccc(C)cc1,8,-19,-25,5,-2,-3,-18,5,0.1
Cc1cc(S(=O)(=O)Nc2c(C(=O)O)[nH]c3ccccc23)ccc1F,8,-2,3,3,-1,-1,-12,-6,-0.1
Cc1cccc(C2CC(c3ccc(F)cc3)Nc3nc(N)nn32)c1 (stereo not given),10,4,-1,12,9,-2,2,0,2.3
CC(C)Oc1ccc(C(CCN)C2CCCCC2)cc1 (stereo not given),0,-1,6,47*,0,5,-18,11,9.1
COc1ccc(OCC(O)CNS(=O)(=O)c2cccs2)cc1 (stereo not given),7,-10,-5,1,-6,1,-6,2,0.5
Cc1c(C(=O)NCCN(C)C)oc2ccc(S(=O)(=O)N3CCCC3)cc12,7,-6,-22,1,-17,-11,-5,13,1.3
Cc1ccc(NC(=S)NNC(=S)Nc2ccc(C)cc2)cc1,23,-15,·,-1,-19,-6,·,-3,-0.6
CCCCN(C(=O)c1cnc(C)cn1)c1c(N)n(CCC)c(=O)[nH]c1=O,-8,3,-5,1,2,11,-3,-7,-0.2
CSc1ncccc1C(=O)OCc1ccccc1,9,6,-18,5,-7,-4,-12,12,-0.1
COc1cccc(C2C([N+](=O)[O-])=C(N)Oc3cc(C)oc(=O)c32)c1 (stereo not given),11,-7,-2,3,-5,0,-6,-26,0.1
COc1ccc(S(=O)(=O)N2CCC(=O)N2)cc1,14,-8,-2,10,-14,-3,-9,-10,0.3
CCOc1ccc(CN2CCNC(=O)C2CC(=O)N(C)Cc2nonc2C)cc1 (stereo not given),-13,-10,-5,1,6,-1,-2,-16,-0.2
Cc1c(C=N)c(O)n(C)c(=O)c1C#N,-9,-3,-4,3,1,-3,-5,-37,1.9
c1ccc(CNCc2ccco2)cc1,13,-14,-7,2,-4,-2,-11,1,0.8
CC1Cc2ccccc2N1C(=O)c1ccc(Br)o1 (stereo not given),3,-3,-12,-2,-9,-4,-2,-14,0.5
Cc1ccc(S(=O)(=O)N2C[C@H]3C(=O)C[C@@H](c4ccccc4F)N(S(=O)(=O)c4ccc(C)cc4)[C@H]3C[C@H]2c2ccccc2F)cc1,-5,-15,·,3,29*,11,·,-47,-0.1
